Compound activity as filed in PubChem.
15-hLO-2 inh = blocks human 15-lipoxygenase 2 activity. purified 15hLO-2, xylenol orange hydroperoxide absorbance. Potency, µM (series often up to 57.1 µM), without a hit: at the highest dose activity change, negative = inhibition, most hits filed as inhibitors. AID 881. 110,000 compounds, 0.56% hits; note: potency is the fitted concentration of half-maximal effect; nearly all actives have a fitted effect of over 60% in size; many of its hits are not listed in these tables
Target sequence (O15296 whole entry, looked up): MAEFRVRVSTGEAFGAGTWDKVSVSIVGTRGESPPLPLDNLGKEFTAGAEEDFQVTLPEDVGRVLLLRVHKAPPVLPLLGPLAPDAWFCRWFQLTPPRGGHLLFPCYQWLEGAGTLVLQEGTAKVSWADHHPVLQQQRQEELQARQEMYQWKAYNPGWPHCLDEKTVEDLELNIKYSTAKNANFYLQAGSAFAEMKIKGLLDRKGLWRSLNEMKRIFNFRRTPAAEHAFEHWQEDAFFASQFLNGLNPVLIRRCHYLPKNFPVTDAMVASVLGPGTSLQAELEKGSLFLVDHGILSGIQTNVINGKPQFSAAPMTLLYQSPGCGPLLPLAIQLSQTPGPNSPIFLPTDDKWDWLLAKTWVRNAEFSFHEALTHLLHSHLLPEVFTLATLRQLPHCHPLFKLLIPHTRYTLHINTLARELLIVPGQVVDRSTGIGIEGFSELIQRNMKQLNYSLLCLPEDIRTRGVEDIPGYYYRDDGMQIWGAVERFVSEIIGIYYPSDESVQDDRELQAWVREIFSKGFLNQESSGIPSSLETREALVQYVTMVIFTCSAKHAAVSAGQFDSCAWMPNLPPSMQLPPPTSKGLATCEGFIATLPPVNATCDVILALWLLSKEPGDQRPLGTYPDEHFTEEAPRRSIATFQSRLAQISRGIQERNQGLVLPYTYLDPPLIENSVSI
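Purified human 15hLO-2 (50 nM) preincubated 15 min with compound, then 45 uM arachidonic acid for 90 min at RT in 25 mM Hepes pH 7.5, 0.01% Triton X-100. Hydroperoxide detected by Fe-xylenol orange; 573/405 nm absorbance ratio.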
PNC assembly inh = blocks assembly of the perinucleolar compartment | PC3M PTB-GFP, PNC prevalence imaging, 16 h; stronger effect = lower value | activity change (PNC), negative = inhibition, % at 10 µM | 140,000 compounds, 3.1% hits | AID 2417;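 active = readout at or below -70, meaning at least 70% loss of cells showing the perinucleolar compartment, a nuclear body marking cancer cells; inconclusive = readout between -30 and a set limit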;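 note: plate controls were DMSO wells for no effect and camptothecin positive control wells for full effect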
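Compounds are pinned in duplicate onto adhered PC3M cells stably expressing GFP-tagged PTB and incubated 16 h at 37 C. Cells are then fixed, nuclei stained with Hoechst, and PNC-positive cells counted.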
12-hLO inh = blocks human 12-lipoxygenase activity; AID 1452; 150,000 compounds, 0.12% hits; purified 12-hLO, xylenol orange hydroperoxide absorbance; Potency, µM (series often up to 57.1 µM), inactives show at the top dose activity change, negative = inhibition, most hits filed as inhibitors; note: potency is the fitted concentration of half-maximal effect; nearly all actives have a fitted effect of over 55% in size; many of its hits are not listed in these tables
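150 nM 12hLO, 25 mM Hepes pH 7.0 + 0.01% Triton X-100; cpd preinc 15 min RT; 40 uM arachidonic acid, 30 min RT; Fe-XO 30 min; A573/A405 ratio as read-out.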
IMPase cell inh = membrane-permeable compound that blocks inositol monophosphatase | AID 901 | P97697 | CHO-M1 cells, IP1 accumulation, HTRF TR-FRET ratio | inhibition (IP1 accumulation), % at 46.1 µM | 120,000 tested, under 10 active; active = well fitted curve in the direction sought with a large enough effect in the signal ratio, not every such curve was filed as active; inconclusive = small, poorly fitted or top-dose-only effect, or a change in a side signal; inactive = no such curve, though single readings can be large or run the other way; the % refers to the signal ratio;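 note: cells stimulated with carbachol in lithium chloride buffer; plate controls were DMSO basal wells for no effect and reference inhibitor wells for full effect; higher means more IMPase inhibition seen as more IP1 and lower FRET ratio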
Target sequence (P97697 whole entry, looked up): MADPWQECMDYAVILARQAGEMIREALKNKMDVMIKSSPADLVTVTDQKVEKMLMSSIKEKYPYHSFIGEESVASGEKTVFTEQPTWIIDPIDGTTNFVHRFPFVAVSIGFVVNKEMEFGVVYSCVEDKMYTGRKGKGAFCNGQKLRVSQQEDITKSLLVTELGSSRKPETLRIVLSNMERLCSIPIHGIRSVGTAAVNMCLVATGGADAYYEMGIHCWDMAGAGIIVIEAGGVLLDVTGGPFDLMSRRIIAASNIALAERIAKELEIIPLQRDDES
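In this qHTS, compounds (final up to 46 uM) act on CHO-M1 cells that are then activated through the M1 receptor with carbachol, in pH 7.4 buffer containing 50 mM LiCl, for 30 min. IP1 accumulation is quantified by the IP-One immunoassay.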
Starred values were filed as active, the others as inactive; ? = inconclusive; · = no result given; [ ] = another dose, or the depositor's remark. Unless noted, calls come from the whole dose curve; as a rule, active = well fitted curve in the direction sought with a large enough effect; inconclusive = small, poorly fitted or top-dose-only effect, or another doubt; inactive = no such curve, though single readings can be large; an effect the other way counts as inactive or inconclusive. Unless noted, % is set by controls: 0 for no effect and ±100 for the full control effect.

The opening 3 records as a preview:
structure,PNC assembly inh,15-hLO-2 inh,12-hLO inh,IMPase cell inh
Cc1cc(C)c2cc(C(c3nnnn3CC3CCCO3)N3CCN4CCCC4C3)c(=O)[nH]c2c1 (stereo unspecified),14,10%,?,2
CC(=O)CCN1CCOCC1,?,5%,4%,9
CCOC(=O)c1ccc(NS(=O)(=O)c2cnc[nH]2)cc1,1,9%,-1%,15

Results (from the top)
structure,PNC assembly inh,15-hLO-2 inh,12-hLO inh,IMPase cell inh
Cc1cc(C)c2cc(C(c3nnnn3CC3CCCO3)N3CCN4CCCC4C3)c(=O)[nH]c2c1 (stereo unspecified),14,10%,?,2
CC(=O)CCN1CCOCC1,?,5%,4%,9
CCOC(=O)c1ccc(NS(=O)(=O)c2cnc[nH]2)cc1,1,9%,-1%,15
O=C(CCC(=O)N(CC(=O)NC1CCCC1)Cc1ccc2c(c1)OCO2)Nc1ccccn1,-94*,-3%,3%,2
Cc1ccccc1Nc1nc(N)nc(COC(=O)C(NC(=O)c2ccco2)C(C)C)n1 (stereo unspecified),2,1%,5%,16
CCCCCCn1c2c(c(=N)c3c1CCC3)CCC2,?,39%[activator],11%,20
CCCN(CCO)Cc1cccc(Oc2ccccc2)c1,?,12%,4%,8
N#C/C=C(/N)c1ccc(Br)cc1,12,4%[11.4 µM],-19%,-8[1.84 µM]
CCSc1nc(C2CC2)cc(-c2cccs2)c1C#N,-13,2%,1%,-2
O=C(c1ccc(N2C(=O)C3C4c5ccccc5C(c5ccccc54)C3C2=O)cc1)N1CCOCC1 (stereo unspecified),?,·,0%,·
Cc1ccc(C)c(N2CCN(S(=O)(=O)c3ccc4[nH]c(=O)c(=O)[nH]c4c3)CC2)c1,30,-7%,-9%,3
c1ccc2[nH]c(-c3nc4ccccc4[nH]3)nc2c1,20,30%,8%,-12

structure,PNC assembly inh,15-hLO-2 inh,12-hLO inh,IMPase cell inh
CCCCN1C(=O)c2ccc(C(=O)NC3=NCCS3)cc2C1=O,-29,3%,0%,5
COc1ccc2nc(C)cc(SCC(=O)NNC(=O)COc3ccccc3)c2c1,14,-7%,-2%,-2
Cc1cc(C)n(C(=O)c2ccc(Cn3nc(C)c(Br)c3C)o2)n1,-100*,·,-3%,-4
COC(=O)C1C(=O)CC(C)(O)C(C(=O)OC)C1/C=C/c1ccccc1 (stereo unspecified),8,?,3%,4
COc1ccc(-c2csc(NC(=O)Cn3nc(C)cc3C)n2)cc1,-11,-8%,2%,-2
O=C(Nc1ccc(Cc2ccncc2)cc1)C1CCC(N2C(=O)C3CC=CCC3C2=O)CC1 (stereo unspecified),-5,7%,-3%,-3
CCOC(=O)N1CCN(C(=O)CCSCCc2ccncc2)CC1,-29,-14%,1%,-8
COc1ccc2c(c1)CCc1c(C(=O)Nc3ccn(Cc4ccc(C)cc4)n3)noc1-2,-16,3%,-7%,8
CN(C(=O)CSc1nc2cc([N+](=O)[O-])ccc2n1-c1ccc(F)cc1)C1CCS(=O)(=O)C1 (stereo unspecified),23,·,0%,4
N#C/C(=C/c1ccc(N2CCOCC2)o1)c1ccc(Cl)cc1,?,10µM*,?,4
CCN(CC)S(=O)(=O)c1ccc(NC(=O)COc2c(OC)cccc2OC)cc1,38,-1%,2%,23
COc1cccc(/C=N/n2c(SC)nnc2-c2ccccc2)c1O,13,-14%,-14%,-8

structure,PNC assembly inh,15-hLO-2 inh,12-hLO inh,IMPase cell inh
Cc1cc(C)cc(Oc2nc(C(F)(F)F)nc3ccccc23)c1,18,13%[11.4 µM],-6%,4[1.84 µM]
COC(=O)c1ccc(N2C(=O)CC(N(C)CCc3ccc(OC)c(OC)c3)C2=O)cc1 (stereo unspecified),-119*,-15%,0%,-5
O=C(Nc1ccccc1-c1ccccc1)C1CCCN(c2ncccn2)C1 (stereo unspecified),17,-5%,2%,-1
CCc1nnc(NC(=O)C2CCN(S(=O)(=O)Cc3ccccc3)CC2)s1,-100*,·,4%,-7
COc1ccc(CCNC(=O)C(=O)NCc2ccc(C)cc2)cc1OC,?,5%,3%,14
COc1ccc(S(=O)(=O)N2CCCCC2)cc1NC(=O)Cc1c[nH]c2ccccc12,-21,·,-1%,·
Cc1nn(-c2ccccc2)c(C)c1/C=C/C(=O)OCC(=O)Nc1ncc(Cl)cc1Cl,30,·,3%,·
O=C(COc1ccc(Cl)cc1Cl)NCCCn1ccnc1,?,30%,?,9
Cc1ccc(CCNC(=O)C2CCCN(S(=O)(=O)c3c(C)noc3/C=C/N(C)C)C2)cc1 (stereo unspecified),1,-6%,-6%,0
Cc1cnn(-c2cc(N/N=C/c3ccccc3Cl)ncn2)c1,-27,21%,-2%,-2
O=C1CCC(=O)N1CC(=O)N1c2ccccc2Sc2ccccc21,-20,13%,1%,?
O=C(CN(Cc1ccco1)C(=O)c1ccccc1)Nc1ccc(Cl)c(Cl)c1,85,-10%,3%,5

structure,PNC assembly inh,15-hLO-2 inh,12-hLO inh,IMPase cell inh
O=C(c1ccccc1)c1nc[nH]c1C(=O)Nc1ccccc1,13,-1%,-7%,-7
CCN(CC)S(=O)(=O)c1cccc(-c2n[nH]c(=S)n2/N=C/c2ccc(OC(F)F)cc2)c1,72,·,-16%,7
CCOC(=O)c1c(C)[nH]c(C(=O)COC(=O)c2ccccn2)c1C,71,-8%,-3%,0
CCS(=O)(=O)N1CCN(C(=O)c2ccco2)CC1,?,1%,3%,3
COc1cccc(CNc2cnc3ccccc3c2)c1O,3,·,-16%,6
COc1cccc(NC(=O)CC2C(=O)NC3CCCCC3N2C(=O)c2ccc(F)cc2)c1 (stereo unspecified),?,-12%,-5%,4
Cc1[nH]nc2c1C(c1cc(Br)cs1)C(C#N)=C(N)O2 (stereo unspecified),33,·,-2%,·
CCOC(=O)N/N=C/c1ccc(F)cc1F,-28,·,-1%,·
Cc1cccc2cc(COC(=O)C(C)(C)C)c(=O)[nH]c12,?,-1%,0%,7
O=C(Nc1ccon1)c1sc2ccccc2c1Cl,?,-4%,-2%,3
COc1ccccc1N1CCN(C(CNC(=O)c2ccc3c(c2)OCO3)c2cccnc2)CC1 (stereo unspecified),40,1%,0%,2
CCCOC(=O)C1C2C=C[C@]3(CN(CCc4ccccc4)C(=O)[C@H]13)O2 (stereo partly specified),?,-2%,-4%,1

structure,PNC assembly inh,15-hLO-2 inh,12-hLO inh,IMPase cell inh
CC1Cc2ccccc2N1C(=O)CSc1nnc(-c2ccc(S(=O)(=O)N3CCCC3)cc2)n1C (stereo unspecified),-4,·,-4%,·
O=C1c2ccncc2C(=O)N1Cc1cccc(Cl)c1,9,-1%,-6%,2
COc1ccc(OCC(=O)Nc2ccc3c(c2)nc2n3CCSC2)cc1,-9,5%,-7%,0
CCOc1ccc(NC(=S)NCCCn2ccnc2)cc1,32,·,0%,·
CC(C)OC(=O)c1nnn(-c2nonc2N)c1CN1CCc2ccccc2C1,2,-8%,-2%,3
COc1ccc(-c2nc3cnc(Nc4cccc(OC)c4)nc3n(CCC#N)c2=O)cc1,·,-2%,3%,·
COc1cccc(NC(=O)CSCC(=O)Nc2ccccc2)c1,-29,-8%,-2%,-1
COc1ccccc1NC(=O)CSc1nnc(Cc2cccn2C)n1CCc1ccccc1,-8,-3%,-8%,5
CCCn1nc(NC(=O)c2ccco2)c2cc3ccc(C)cc3nc21,13,-6%,-5%,-1
NC(=O)SC/C(=N\S(=O)(=O)c1ccccc1)Nc1ccccc1,-23,-3%,-1%,3
CCOc1ccc(NC(=O)CN(C)c2ccc(S(=O)(=O)N(C(C)C)C(C)C)cn2)cc1OCC,-20,10%,-4%,11
Cc1ccc(NC(=O)/C(=C/c2cccc([N+](=O)[O-])c2)NC(=O)C2CCCCC2)c(C)c1,37,-19%,2%,6

structure,PNC assembly inh,15-hLO-2 inh,12-hLO inh,IMPase cell inh
O=C(CN1C(=O)C2C3C=CC(C3)C2C1=O)Nc1cccc2c1CCCC2 (stereo unspecified),70,?,0%,5
CC(C)C(=O)Nc1nnc(Sc2ccc(N(C)C)cc2)s1,-11,-15%,5%,-3
CCOC(=O)C1C(c2cccs2)NC(=O)NC1(O)C(F)(F)F (stereo unspecified),40,-4%,3%,-2
Cc1ccc(C(=O)N2Cc3ccccc3CC2C(=O)O)cc1 (stereo unspecified),9,-12%,-2%,6
O=C(CO/N=C/c1cccc([N+](=O)[O-])c1)NC1CCCCC1,1,·,0%,9
O=C1CC(C(=O)Nc2ccc(Br)cc2)C2(CCCC2)O1 (stereo unspecified),18,-4%,-4%,-2
CN1/C(=C/C(=O)C2CCC2)Sc2ccccc21,?,-4%,-11%,2
COC(=O)c1sccc1NC(=O)c1cc(OC)cc(OC)c1,3,·,-2%,-7
CC(=O)Cn1c(C(F)(F)F)nc2ccccc21,?,-3%,4%,2
N#CC1=C(N)C2=C(N3CCCCC3)CCCC2C1(C#N)C#N (stereo unspecified),-6,?,?,23
CC1CCCCC1NC(=O)CO/N=C/c1ccccc1OC(F)F (stereo unspecified),1,·,-3%,·
COC(=O)C1=C(C)NC(C)=C(C(=O)OC)C1C1CC=CCC1 (stereo unspecified),-104*,·,-6%,?

structure,PNC assembly inh,15-hLO-2 inh,12-hLO inh,IMPase cell inh
O=C(CC1SC(=O)N(c2ccccc2)C1=O)Nc1ccccc1 (stereo unspecified),?,?,-11%,1
CCCC(=O)Nc1ccc(NC(=O)C23CC4CC(CC(C4)C2)C3)cn1,?,1%,-3%,8
CN(C)N1C(=O)CC(NNC(=O)c2ccncc2)C1=O (stereo unspecified),10,·,1%,·
CCOC(=O)c1sc2nc(SCC(=O)NCc3ccco3)n(Cc3ccccc3)c(=O)c2c1C,24,·,-7%,-12
CCOc1ccc2nc(SCC(=O)NC(=O)NCc3ccco3)sc2c1,32,0%,-4%,8
Cc1cccc(N2CCN(C(c3ccc(N(C)C)cc3)c3nnnn3C(C)(C)C)CC2)c1C (stereo unspecified),-8,·,1%,7
Cc1ccc(Nc2nc3nonc3nc2N(C)C)cc1,-9,-8%,-1%,-4
Cc1c(C(=O)NCc2cccnc2)oc2ccc(S(=O)(=O)N3CC(C)CC(C)C3)cc12 (stereo unspecified),?,3%,0%,-10
Cn1c(-c2cccc(OCc3ccccc3)c2)nc2c1c(=O)[nH]c(=O)n2Cc1ccccc1,15,?,4%,-4
COC(=O)c1sc2cc(C(F)(F)F)cnc2c1-c1cccnc1,1,-4%[11.4 µM],1%,-1[1.84 µM]
COc1cc2cc(Br)cc(Br)c2nc1C,-17,13%,5%,?
COc1cc(C)c(CN2CCCCC2CO)cc1C (stereo unspecified),-29,1%,-3%,5

structure,PNC assembly inh,15-hLO-2 inh,12-hLO inh,IMPase cell inh
CCOC(=O)C1(CC)NC(c2cccc(F)c2)C2C(=O)N(CC)C(=O)C21 (stereo unspecified),-7,·,2%,3
COc1ccccc1OCCSc1ncnc2nc[nH]c12,?,-6%,4%,8
COc1ccc(CC(=O)NNc2ncnc3c2cnn3C)cc1OC,34,·,0%,·
O=C(Nc1ccccc1-c1ccccc1)c1cccc([N+](=O)[O-])c1,91,3%,-6%,4
O=C(NC1CCCCC1)N(Cc1cc2cc3c(cc2[nH]c1=O)OCCO3)CC1CCCO1 (stereo unspecified),-20,11%,-3%,1
O=C1CSC(c2ccc(F)cc2)N1c1nc2ccccc2s1 (stereo unspecified),?,·,-3%,·
COc1cccc2cc(C(=O)N3CCN(c4ncccn4)CC3)c(=O)oc12,-29,0%,2%,10
CCCCNc1nc(=S)[nH]c2cc(OC)c(OC)cc12,39,-13%,-2%,-5

An excerpt, so the mix of outcomes need not match the whole.
